BLM inh = qHTS Assay for Inhibitors of Bloom's syndrome helicase (BLM) | RecQ-like DNA helicase BLM (Homo sapiens), P54132 | recombinant BLM DNA unwinding, fluorescence dequenching | Potency, µM (titrated, usually from 56.1 µM), for the others: at the highest dose activity change, negative = inhibition, most hits filed as inhibitors | 0.2% of 350,000 active | AID 2528, 2010;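 also: potency is read from the fitted curve at half-maximal effect; plate controls were vehicle for no effect and no enzyme for full effect; nearly all actives have a fitted effect of over 35% in size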
APE1 inh = qHTS Assay for Inhibitors of the Human Apurinic/apyrimidinic Endonuclease 1 (APE1); DNA repair nuclease/redox regulator APEX1 (Homo sapiens), P27695; recombinant APE1, TAMRA/BHQ-2 abasic DNA cleavage fluorescence; Potency, µM (series often up to 65.8 µM), without a hit: top-dose activity change, negative = inhibition, most hits filed as inhibitors; 0.35% of 350,000 active; AID 2517, 2012;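 also: potency is read from the fitted curve at half-maximal effect; plate controls were vehicle for no effect and reference inhibitor for full effect; nearly all actives have a fitted effect of over 55% in size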
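APE1 at 0.75 nM final was preincubated with compound 15 min at room temperature, then 50 nM double-stranded THF abasic-site substrate (5'-TAMRA/3'-BHQ-2) was added. Fluorescence (ex 525/em 598 nm) was read kinetically; third-minus-first read gave activity.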
LDHA block = qHTS assay for inhibitors of human lactate dehydrogenase; L-lactate dehydrogenase A chain (Homo sapiens), P00338; purified LDHA, NADH/diaphorase-resazurin fluorescence; active compounds read low; activity change, % (values are at about 110 or 230 µM); 0.15% of 480,000 active; AID 1347041, 2019; in the data active = activity change below about -30%; inconclusive = mostly about -25% to -30%;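 also: plate controls were DMSO wells for no effect and wells without enzyme for full effect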
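Human LDH5 (2 nM) was incubated with 0.06 mM NADH and 0.2 mM pyruvate for 5 min at room temperature in Tris pH 7.4. Remaining NADH was coupled through diaphorase/resazurin, and resorufin fluorescence was read at 0 and 20 min.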
POLB inh = qHTS Assay for Inhibitors of DNA Polymerase Beta | 1.3% of 340,000 active | Pol beta primer extension/strand displacement, fluorescence kinetic | AID 485314, 2010 | Potency, µM (series often up to 114 µM), for inactives: top-dose activity change, negative = inhibition, usual class: inhibitors | P06746; also: potency is read from the fitted curve at half-maximal effect; % is scaled to controls: 0 for no effect and ±100 for the full control effect
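Reaction started by 50 nM substrate onto compound-treated Pol beta (10 nM, 15 min preincubation, room temperature); plates read at 0 min and 10 min. Normalized concentration-effect data fitted by four-parameter Hill equation.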
Glioma ERSR ind = qHTS for Inducers of the Endoplasmic Reticulum Stress Response (ERSR) in Human Glioma: qHTS; U87-MG GRP78 promoter luciferase reporter, 16 h; Potency, µM, without a hit: top-dose activation, usual class: activators; 0.02% of 420,000 active; AID 602332, 2012; also: potency is read from the fitted curve at half-maximal effect; series mostly up to about 76 µM; % of control where 0% means no effect; nearly all actives have a fitted effect of over 35% in size
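ERSR induction read as luciferase luminescence (Bright-Glo, 10 min at room temperature) in stably transfected human U87-MG glioma cells exposed to compounds for 16 h, using GRP78 as sensor.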
Anesthetic bind = qHTS Assay for Identification of Novel General Anesthetics; Ferritin light chain (Equus caballus), P02791; apoferritin/1-aminoanthracene competitive binding, fluorescence; Potency, µM (highest dose often 77.5 µM), for inactives: at the top dose activity change, negative = displacement, most hits filed as inhibitors; 0.074% of 350,000 active; AID 485281, 2010; also: potency is read from the fitted curve at half-maximal effect; % is scaled to controls: 0 for no effect and ±100 for the full control effect; nearly all actives have a fitted effect of over 20% in size
Target sequence (P02791 2-175 limits assumed): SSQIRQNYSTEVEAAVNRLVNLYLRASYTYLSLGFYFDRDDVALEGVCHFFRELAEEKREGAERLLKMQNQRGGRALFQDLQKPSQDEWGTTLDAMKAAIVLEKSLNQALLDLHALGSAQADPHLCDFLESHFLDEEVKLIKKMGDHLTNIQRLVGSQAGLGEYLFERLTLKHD
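Concentration-response curves derived by four-parameter Hill fitting of normalized fluorescence, where compounds displaced 1-AMA from 10 uM horse apoferritin following a brief 10 min room-temperature incubation; propofol titration acted as positive control.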
Pol kappa inh = qHTS for Inhibitors of Polymerase Kappa; purified Pol kappa, fluorescent DNA synthesis assay, 10 min; Potency, µM (series often up to 107 µM), for inactives: top-dose activity, negative = inhibition, hits mostly inhibitors; 0.53% of 400,000 active; also: potency is read from the fitted curve at half-maximal effect; % is scaled to controls: 0 for no effect and ±100 for the full control effect
Target sequence (Q9UBT6 whole entry, looked up): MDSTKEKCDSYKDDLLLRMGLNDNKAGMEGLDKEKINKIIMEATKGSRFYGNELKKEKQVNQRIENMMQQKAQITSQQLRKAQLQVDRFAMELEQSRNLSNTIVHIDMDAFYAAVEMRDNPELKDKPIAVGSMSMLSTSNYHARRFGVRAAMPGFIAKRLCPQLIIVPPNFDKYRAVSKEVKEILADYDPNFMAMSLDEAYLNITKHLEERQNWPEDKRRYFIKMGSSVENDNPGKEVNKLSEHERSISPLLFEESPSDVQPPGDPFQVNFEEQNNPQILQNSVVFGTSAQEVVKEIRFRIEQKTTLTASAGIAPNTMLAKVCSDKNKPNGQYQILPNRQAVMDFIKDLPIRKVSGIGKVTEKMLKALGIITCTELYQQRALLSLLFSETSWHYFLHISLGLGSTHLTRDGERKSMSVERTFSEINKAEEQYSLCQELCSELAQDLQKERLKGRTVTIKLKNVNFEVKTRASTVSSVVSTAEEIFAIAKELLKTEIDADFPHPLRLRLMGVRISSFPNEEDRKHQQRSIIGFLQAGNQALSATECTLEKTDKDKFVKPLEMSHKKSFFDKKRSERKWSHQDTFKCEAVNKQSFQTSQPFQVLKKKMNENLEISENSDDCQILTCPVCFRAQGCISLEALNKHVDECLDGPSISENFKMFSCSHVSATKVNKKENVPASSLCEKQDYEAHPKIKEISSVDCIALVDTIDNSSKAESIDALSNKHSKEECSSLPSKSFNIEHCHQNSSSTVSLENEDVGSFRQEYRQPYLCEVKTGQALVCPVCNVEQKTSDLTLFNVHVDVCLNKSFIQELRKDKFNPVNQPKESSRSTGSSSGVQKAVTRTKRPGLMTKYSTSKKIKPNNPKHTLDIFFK
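First, compounds were pin-transferred onto 10 nM Pol kappa. After 15 min at room temperature, substrate was added to 50 nM final. Fluorescence was then measured kinetically at 0 and 10 min.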
Pol iota inh = qHTS for Inhibitors of Polymerase Iota | DNA polymerase iota (Homo sapiens), Q9UNA4 | Pol iota fluorescent replication assay, 10 min | Potency, µM (highest dose often 115 µM), for the others: top-dose activity, negative = inhibition, usual class: inhibitors | 1% of 390,000 active; also: potency is read from the fitted curve at half-maximal effect
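Fluorescent replication assay read twice, at 0 min and 10 min after adding 50 nM (final) substrate. Enzyme (10 nM) and compounds were first incubated 15 min at room temperature; enzyme-free buffer wells were negative controls.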
POLH inh = qHTS for Inhibitors of Polymerase Eta. recombinant Pol eta, fluorescent DNA replication assay. Potency, µM (top dose mostly 114 µM), without a hit: at the highest dose activity change, negative = inhibition, hits mostly inhibitors. AID 588591, 2011. 1.2% of 390,000 active. DNA polymerase eta (Homo sapiens), Q9Y253; also: potency is read from the fitted curve at half-maximal effect; % is scaled to controls: 0 for no effect and ±100 for the full control effect
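Fluorescent replication assay: 50 nM final substrate added after a 15 min room-temperature compound preincubation with 10 nM enzyme. Signal taken at 0 min and again at 10 min.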
* = called active by the depositor; & = joins results of further samples; [ ] = dose if it differs, or a comment. Unless noted, calls follow the shape of the dose curve; as a rule, active = well fitted curve in the direction sought with a large enough effect; inconclusive = small, poorly fitted or top-dose-only effect, or another doubt; inactive = no such curve, though single readings can be large; an effect the other way counts as inactive or inconclusive. An excerpt; the hit share may differ from the screen's.

CC(C)(C)n1nnnc1C(c1cccc(C#N)c1)N1CCCCCC1 (stereo not given) was read as BLM inh -4%, APE1 inh 0%, LDHA block 5, POLB inh 2%, Glioma ERSR ind -14%, Anesthetic bind -15%, Pol kappa inh -15%, Pol iota inh 3% and POLH inh 3%.
For COCCN(C(=O)CSc1nnc(-c2cccc(C)c2)n1C)c1c(N)n(Cc2ccccc2)c(=O)[nH]c1=O the results were BLM inh -6%, APE1 inh inconclusive, LDHA block 3, POLB inh 14%, Glioma ERSR ind -4%, Anesthetic bind 0%, Pol kappa inh 8%, Pol iota inh 63%[activator] and POLH inh -17%.
Screening Cc1ccc(C(c2sc3nc(-c4ccco4)nn3c2O)N2CCN(c3ccc(F)cc3)CC2)cc1 (stereo not given) returned BLM inh -2%, LDHA block -4, POLB inh -1%, Glioma ERSR ind -2%, Anesthetic bind -13%, Pol kappa inh -9%[60.1 µM], Pol iota inh 14% and POLH inh -13%.
For CCCN1Cc2cccc(C(=O)Nc3ccc(C(C)=O)cc3)c2C1=O the results were BLM inh -5%, LDHA block 0, POLB inh -4%, Anesthetic bind 2%, Pol kappa inh -19% and Pol iota inh 14%.
O=C(O)CN1C(=O)C(=O)N(Cc2cccc(F)c2)C1=O was read as BLM inh -2%, APE1 inh 20%, LDHA block -12, POLB inh 5%, Glioma ERSR ind -2%, Anesthetic bind -3%, Pol kappa inh -12%, Pol iota inh -5% and POLH inh -7%.
Cc1ccc(NC(=O)CNC(=O)c2cccs2)nc1 was read as APE1 inh 52%, LDHA block -5, Glioma ERSR ind -1%, Pol kappa inh 8%, Pol iota inh 23% and POLH inh -4%.
O=C1N(c2ccc(Cl)cc2)C(c2ccc(Cl)cc2)N2CCCN12 (stereo not given) was read as BLM inh -3%, APE1 inh -4%, LDHA block -5, POLB inh -28%, Glioma ERSR ind -7%, Anesthetic bind -11%, Pol kappa inh -3%, Pol iota inh 3% and POLH inh -25%.
For CC(C)Cc1nnc(NC(=O)CN2C(=O)c3ccccc3C2=O)s1 the results were BLM inh 1%, APE1 inh -1%, LDHA block 0, POLB inh 6%, Glioma ERSR ind -4%, Anesthetic bind -21%, Pol kappa inh -11%, Pol iota inh 56%[activator] and POLH inh 2%.
`Cc1ccc(C(=O)N(Cc2nc3ccccc3c(=O)[nH]2)C2CCCC2)cc1` gave BLM inh 1%, APE1 inh 2%, LDHA block -2, POLB inh 4%, Glioma ERSR ind -4%, Anesthetic bind inconclusive, Pol kappa inh -19%, Pol iota inh 19% and POLH inh -6%.
For COc1cccc2c1C(=O)c1c(O)c3c(c(O)c1C2=O)CC(O)(C(C)=NNC(=O)c1ccc(Cl)c(Cl)c1)CC3OC1CC(N)C(O)C(C)O1 (stereo not given) the results were LDHA block 19, Glioma ERSR ind -3%, Pol kappa inh 18µM*, Pol iota inh 50µM* and POLH inh 13µM*.
O=C(c1ccc(N2CCCC2=O)cc1)N1CCOCC1 was read as BLM inh -1%, APE1 inh 0%, LDHA block -6, POLB inh 13%, Glioma ERSR ind -4%, Anesthetic bind -1%, Pol kappa inh -5%, Pol iota inh 37%[activator] and POLH inh -8%.
Screening CCc1ccc(C(=O)NN(C(=O)c2ccc(CC)cc2)C(C)(C)C)cc1 returned BLM inh 6%, APE1 inh 1%, LDHA block -3, POLB inh 17%, Glioma ERSR ind -3%, Anesthetic bind 5%, Pol kappa inh -6%, Pol iota inh -19% and POLH inh -16%.
Screening CCN1CCN(Cc2ccc(NC(=O)c3ccc(C)c(NC(=O)c4ccno4)c3)cc2C(F)(F)F)CC1 returned BLM inh 0%, APE1 inh -2%, LDHA block 0&-1, POLB inh -10%, Glioma ERSR ind -4%&-2%, Anesthetic bind 4%, Pol kappa inh 22%, Pol iota inh 13% and POLH inh 2%&-6%.
Screening O=C(Nc1ccc(F)cc1)C1CCN(C(=O)NCc2ccccc2)CC1 returned BLM inh 0%, APE1 inh -12%, LDHA block -2, POLB inh -23%, Glioma ERSR ind 1%, Anesthetic bind 9%, Pol kappa inh -16%, Pol iota inh 115%[activator] and POLH inh -2%.
COc1ccc(CCNC(=O)Cn2cc(S(=O)(=O)Cc3ccccc3Cl)c3ccccc32)cc1OC was read as BLM inh 0%, LDHA block -4, POLB inh 19%, Glioma ERSR ind -1%, Anesthetic bind 1%, Pol kappa inh -7%, Pol iota inh 0% and POLH inh -1%.
For CCOC(=O)N1CCc2c(sc(NCc3ccc(N(C)C)cc3)c2C(=O)Nc2ccc(OC)cc2)C1 the results were BLM inh -10%, LDHA block 28, POLB inh -1%, Glioma ERSR ind -8%, Anesthetic bind -5%, Pol kappa inh -9%[60.1 µM], Pol iota inh 41%[activator] and POLH inh -22%.
C[C@@]12CCC3c4ccc(OC5C=CC(c6ccccc6)OC5CO)cc4CCC3C1CCC2=O (stereo not given in full) was read as BLM inh 2%[12.4 µM], APE1 inh 3%[12.4 µM], Glioma ERSR ind -4% and Anesthetic bind -11%[15.3 µM].
`O=C(Nn1c(SCc2cccc([N+](=O)[O-])c2)nc2ccccc2c1=O)c1ccccc1` gave BLM inh -6%, APE1 inh 4%, LDHA block -8, POLB inh -2%, Glioma ERSR ind 2%, Anesthetic bind -11%, Pol kappa inh -5%, Pol iota inh 19% and POLH inh -24%.
Screening COc1ccc(OCCCN2CCCCCC2)cc1 returned BLM inh 2%, APE1 inh 1%, LDHA block -4, POLB inh inconclusive, Glioma ERSR ind -3%, Anesthetic bind -11%, Pol kappa inh -1%, Pol iota inh 8% and POLH inh 6%.
CCc1ccc(NC(=O)Cn2cnc3nc4c(cc3c2=O)CCCC4)cc1 was read as BLM inh -2%, LDHA block 5, POLB inh -1%, Glioma ERSR ind -4%, Anesthetic bind 1%, Pol kappa inh -7%[60.1 µM], Pol iota inh 28% and POLH inh -4%.
Cc1cc(=O)oc2c3c(cc(OCC(=O)Nc4cccnc4)c12)OC(C)(C)CC3 was read as BLM inh 1%, APE1 inh 36%, LDHA block 3, POLB inh 3%, Glioma ERSR ind -1%, Anesthetic bind -6%, Pol kappa inh 12%, Pol iota inh 19% and POLH inh -15%.
`CN1CCN(c2ncc3c(n2)CCN(Cc2ccccc2Cl)C3)CC1` gave BLM inh -2%, LDHA block -1, POLB inh 2%, Glioma ERSR ind -4%, Anesthetic bind 29%, Pol kappa inh -10%[60.1 µM], Pol iota inh 24% and POLH inh -6%.
`CC(NC(=O)c1ccncc1)c1ccccc1` (stereo not given) gave BLM inh 2%, APE1 inh -4%, LDHA block -2, POLB inh 4%, Glioma ERSR ind -1%, Anesthetic bind 5%, Pol kappa inh -5%, Pol iota inh 3% and POLH inh -5%.
O=C1OCCN1C(=O)[C@H]1[C@H](c2ccc([N+](=O)[O-])cc2)C(c2cccc(Cl)c2)=NN1c1ccc(Br)cc1 was read as BLM inh -15%, APE1 inh -12%, LDHA block 1, Glioma ERSR ind -2%&-6%, Anesthetic bind -18%, Pol kappa inh inconclusive, Pol iota inh 1% and POLH inh -15%.
`O=C(NCCCCc1ccccc1)C1CC(c2ccccc2[N+](=O)[O-])=NO1` (stereo not given) gave BLM inh -4%, APE1 inh -9%, LDHA block -2, POLB inh 1%, Glioma ERSR ind -4%, Anesthetic bind inconclusive, Pol kappa inh -5%, Pol iota inh -16% and POLH inh -11%.
`O=C(CCC(=O)N1CCOCC1)c1ccc(F)cc1` gave BLM inh -5%, APE1 inh 8%, LDHA block -4, POLB inh 8%, Glioma ERSR ind 1%, Anesthetic bind -6%, Pol kappa inh -2%, Pol iota inh 55%[activator] and POLH inh -19%.
Cc1ccc(N(C(C)C(=O)Nc2cc(Cl)ccc2Oc2ccccc2)S(C)(=O)=O)cc1 (stereo not given) was read as BLM inh -12%, APE1 inh -11%, LDHA block 1, POLB inh 8%, Glioma ERSR ind 0%, Anesthetic bind 36%[activator], Pol kappa inh -3%, Pol iota inh 5% and POLH inh -1%.
CS(=O)(=O)c1ccc(Cl)c(NC(=O)CSC(=S)N2CCCC2)c1 was read as LDHA block -10, Glioma ERSR ind -2%, Pol kappa inh -3%, Pol iota inh 25% and POLH inh 7%.
Screening COc1ccc(Cl)cc1NC(=O)N1CCN(C2CCCCC2)CC1 returned BLM inh 1%, APE1 inh 1%, LDHA block 3, POLB inh -2%, Glioma ERSR ind 1%, Anesthetic bind 2%, Pol kappa inh -4%, Pol iota inh -8% and POLH inh -6%.
`O=C(CSC1=Nc2ccccc2C2=NC(CCC(=O)NC3CCCCC3)C(=O)N12)Nc1cccc(Cl)c1` (stereo not given) gave BLM inh -3%, LDHA block 3, POLB inh -3%, Glioma ERSR ind 2%, Anesthetic bind inconclusive, Pol kappa inh 11%, Pol iota inh 20% and POLH inh -17%.
`COc1ccccc1NC(=O)CN1CCC(C(=O)c2ccc(F)cc2)CC1` gave BLM inh -7%, APE1 inh -1%, LDHA block -3, POLB inh 6%, Glioma ERSR ind -1%, Anesthetic bind inconclusive, Pol kappa inh -4%, Pol iota inh 13% and POLH inh -13%.
`Cc1cc(C(=O)COC(=O)CN(C)S(=O)(=O)c2ccc(Cl)cc2)c(C)n1Cc1cccs1` gave BLM inh -3%, APE1 inh -6%, LDHA block -6, POLB inh 2%, Glioma ERSR ind 1%, Anesthetic bind -15%, Pol kappa inh -4%, Pol iota inh 8% and POLH inh -13%.
For COc1ccc(CNC(=O)CN(c2ccccc2)S(=O)(=O)N(C)C)cc1 the results were BLM inh -1%&1%, APE1 inh -4%, LDHA block 2&-4&1, POLB inh -4%&4%, Glioma ERSR ind -4%&-5%, Anesthetic bind -2%&-8%, Pol kappa inh -16%&9%, Pol iota inh 3%&-3% and POLH inh -1%&-7%.

Source: PubChem (National Center for Advancing Translational Sciences (NCATS))
